Compound activity: PubChem, National Center for Advancing Translational Sciences (NCATS)
IMPase Li cell = IMPase inhibition in cells with lithium potentiation. AID 1457. Potency, µM (series often up to 59.4 µM), for inactives: at the top dose activity, negative = IMPase inhibition, actives largely listed as inhibitors. 210,000 compounds, 0.35% hits. CHO-M1 cells, IP1 TR-FRET (IP-One), carbachol + lithium;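 also: IP1 builds up when IMPase is blocked and the TR-FRET signal falls; plate controls were basal vehicle for no effect and high inhibitor control for full effect; nearly all actives have a fitted effect of over 50% in size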
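Steps: plate 2000 CHO-M1 cells per well and culture 16–30 h; add compound and lithium; incubate 30 min, 37C; add d2-IP1 tracer and Eu cryptate anti-IP1 antibody in lysis buffer; read after 10 min at room temperature.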
KDM4E inh = inhibitors of human JMJD2E histone demethylase. B2RXH2. JMJD2E catalytic domain, FDH-coupled NADH fluorescence (FDH is formaldehyde dehydrogenase). Potency, µM (top dose mostly 57.1 µM), for the others: at the highest dose activity change, negative = inhibition, usual class: inhibitors. 230,000 compounds, 1.6% hits; active = well fitted inhibition curve with a large enough effect, not every such curve was filed as active; inconclusive = small, poorly fitted or top-dose-only effect, or another doubt; inactive = no such curve, though single readings can be large or run the other way;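 also: 0% = wells with enzyme and -100% = buffer wells without enzyme; nearly all actives have a fitted effect of over 50% in size; many of its hits are not listed in these tables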
Target sequence (B2RXH2 1-337 limits assumed): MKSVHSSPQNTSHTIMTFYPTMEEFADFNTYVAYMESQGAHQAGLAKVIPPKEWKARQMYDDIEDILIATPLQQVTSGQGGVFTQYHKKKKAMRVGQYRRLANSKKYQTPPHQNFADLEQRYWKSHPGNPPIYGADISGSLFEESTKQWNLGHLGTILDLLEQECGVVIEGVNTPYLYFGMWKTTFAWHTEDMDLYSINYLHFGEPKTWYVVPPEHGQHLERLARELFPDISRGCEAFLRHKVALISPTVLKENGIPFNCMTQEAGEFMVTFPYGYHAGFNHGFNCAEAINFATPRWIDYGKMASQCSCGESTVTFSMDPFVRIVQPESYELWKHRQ
Epigenetic reg = derepresses silenced GFP reporter in murine cells. murine LDR cells, GFP reporter derepression, 30 h. Potency, µM (titrated, usually from 53.9 µM), inactives show at the highest dose GFP activation, hits mostly activators. 280,000 compounds, 0.2% hits; also: % of control where 0% means no effect; nearly all actives have a fitted effect of over 60% in size
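Reporter derepression read as number of fluorescent GFP-positive objects, 20-120 um in size, counted by laser-scanning cytometer. Mouse LDR line with an epigenetically silenced CMV-GFP locus; compound incubation 30 h, 37 C.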
NPSR antagonist = antagonists of human neuropeptide S receptor cAMP signaling; CHO-NPSR cells, cAMP TR-FRET, antagonist mode; 220,000 compounds, 1% hits; AID 1461; Potency, µM (titrated, usually from 38.3 µM), inactives show top-dose activity change, negative = inhibition, actives largely listed as inhibitors; Q6W5P4; also: % is scaled to controls: 0 for no effect and ±100 for the full control effect; nearly all actives have a fitted effect of over 50% in size; many of its hits are not listed in these tables
Target sequence (Q6W5P4 whole entry, looked up): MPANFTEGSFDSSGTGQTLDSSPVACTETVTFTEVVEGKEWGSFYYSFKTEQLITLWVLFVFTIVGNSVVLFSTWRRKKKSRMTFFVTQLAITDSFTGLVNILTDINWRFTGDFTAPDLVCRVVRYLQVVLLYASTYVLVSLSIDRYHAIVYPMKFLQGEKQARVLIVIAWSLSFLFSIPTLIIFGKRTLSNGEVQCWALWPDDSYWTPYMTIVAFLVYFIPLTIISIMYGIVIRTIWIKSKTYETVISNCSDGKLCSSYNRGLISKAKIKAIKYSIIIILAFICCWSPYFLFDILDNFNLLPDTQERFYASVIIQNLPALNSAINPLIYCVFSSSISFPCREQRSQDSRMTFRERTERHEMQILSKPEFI
SMN2 splice up = enhancers of SMN2 splice variant expression. HEK293 SMN2-luciferase splicing reporter, luminescence, 30-36 h. Potency, µM (doses to about 46.1 µM), for the others: at the top dose activity change, positive = activation, hits mostly activators. 210,000 compounds, 2.8% hits; also: % of control where 0% means no effect; nearly all actives have a fitted effect of over 55% in size
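HEK293 cells carry an SMN2 […]–luciferase reporter in which exon 7 inclusion puts luciferase in frame. Cells were plated 10-12 h before compound addition, then incubated 30-36 h at 37C. ONE-Glo luminescence was read; sodium butyrate at 4.5 mM final served as control.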
RECQ1 inh = RECQ1 (human) helicase inhibition; P46063; RECQ1 DNA unwinding, red fluorescence kinetic read; Potency, µM (doses to about 57.3 µM), for the others: at the highest dose activity, negative = inhibition, hits mostly inhibitors; 240,000 compounds, 0.54% hits;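 also: plate controls were vehicle for no effect and no enzyme for full effect; nearly all actives have a fitted effect of over 30% in size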
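50 nM RECQ1T1 preincubated 15 min with compound in Tris pH 8.0 buffer with MgCl2, DTT, Tween-20 and 2.5 ug/ml poly(dI-dC); started with 200 nM TAMRA/BHQ-2 forked duplex and 2 mM ATP. Unwinding read as fluorescence (525/598 nm), two reads 2 h apart.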
KinaseGlo FLuc = counter-screen: inhibitors of Kinase-Glo firefly luciferase; 200,000 compounds, 0.28% hits; AID 1379; Kinase-Glo luciferase, ATP luminescence, 8 min; Potency, µM (series often up to 38.3 µM), inactives show top-dose activity change, negative = inhibition, hits mostly inhibitors; also: % is scaled to controls: 0 for no effect and ±100 for the full control effect; nearly all actives have a fitted effect of over 60% in size
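Light output from Kinase-Glo luciferase with luciferin and 10 uM ATP in 50 mM imidazole pH 7.2, KCl, MgCl2, Tween 20, BSA; compound pin-delivered, 8-min ambient incubation, then luminescence read.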
GoLoco inh red = blocks human Gai1 binding to RGS12 GoLoco peptide, red readout | Gai1:RGS12 GoLoco peptide FP, rhodamine, 10 min | AID 880 | Potency, µM (top dose mostly 61.6 µM), inactives show at the highest dose activity, negative = inhibition, actives largely listed as inhibitors | 230,000 compounds, 0.44% hits; active = well fitted inhibition curve with a large enough effect, not every such curve was filed as active; inactive = no such curve, though single readings can be large or run the other way; also: % is scaled to controls: 0 for no effect and ±100 for the full control effect; nearly all actives have a fitted effect of over 30% in size; many of its hits are not listed in these tables
Target sequence (P63096 whole entry, looked up): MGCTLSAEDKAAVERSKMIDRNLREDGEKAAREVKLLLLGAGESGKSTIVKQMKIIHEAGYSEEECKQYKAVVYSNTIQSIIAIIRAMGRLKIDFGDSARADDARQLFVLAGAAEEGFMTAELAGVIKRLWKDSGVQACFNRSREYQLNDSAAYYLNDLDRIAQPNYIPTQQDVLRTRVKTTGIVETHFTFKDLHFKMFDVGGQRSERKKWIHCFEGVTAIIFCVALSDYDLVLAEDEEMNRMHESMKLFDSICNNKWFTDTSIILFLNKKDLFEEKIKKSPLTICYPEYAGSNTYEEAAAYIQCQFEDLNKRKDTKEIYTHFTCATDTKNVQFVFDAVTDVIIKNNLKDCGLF
Numbers without * were called inactive; i = inactive; ? = inconclusive; . = not tested or not shown; & = joins results of further samples; [ ] = dose if it differs, or a comment. Unless noted, calls follow the shape of the dose curve; as a rule, active = well fitted curve in the direction sought with a large enough effect; inconclusive = small, poorly fitted or top-dose-only effect, or another doubt; inactive = no such curve, though single readings can be large; an effect the other way counts as inactive or inconclusive. Potency is read from the fitted curve at half-maximal effect. A portion of the library, so the mix of outcomes need not match the whole.

Value order – IMPase Li cell | KDM4E inh | RECQ1 inh | KinaseGlo FLuc | Epigenetic reg | NPSR antagonist | GoLoco inh red | SMN2 splice up
(1) CCN1C(=O)CS/C1=N\S(=O)(=O)c1ccccc1
 : . | 9.9% | -8.1% | . | 1.8% | 55.4% | 1.5% | .
(2) CCCCCc1cc(=O)oc2c(C(CCN(CC)CC)c3ccc(N(C)C)cc3)c(OC)cc(OC)c12 (stereo not given)
 : . | ? | -25.4% | . | -1.6% | ? | 4.6% | .
(3) CC(=O)Nc1ccc2c(CSc3nnc(N)s3)cc(=O)oc2c1
 : . | -5.5% | -7.4% | . | 0.0% | -11.7%[7.67 µM] | 0.8% | .
(4) CC(C)CNC(=S)NNC(=O)c1csc2c1CCCC2
 : 20.2%[38.3 µM] | 1.5% | -6.5% | -2.0% | -3.9% | -5.8%[46.1 µM] | 3.6% | ?
(5) CC(C)CC(=O)Nc1cc(C(F)(F)F)ccc1N1CCOCC1
 : 31.8%[activator][38.3 µM] | 3.1% | i | -2.0% | 1.1% | -7.4%[46.1 µM] | -11.0% | -8.6%
(6) CCN1CNC(=S)N(c2cccc(C)c2C)C1
 : -1.9%[38.3 µM] | 1.7% | -1.0% | -1.0% | 1.8% | -5.7%[46.1 µM] | 4.2% | -2.6%
(7) CN1CCCC1CCNC1C2CC3CC(C2)CC1C3 (stereo not given)
 : 6.5%[38.3 µM] | -0.9% | 1.1% | -1.8% | 2.3% | -6.0%[46.1 µM] | 3.2% | -20.7%
(8) CC(C)CCC(C(=O)O)C(C)CC(=O)NNC(=O)c1ccco1 (stereo not given)
 : -0.3% | -14.0%&4.7% | -4.7%&16.1% | -1.5% | 1.6%&0.4% | 46.8%&-11.8% | 8.4%&8.7% | -6.3%
(9) Brc1nc(Br)n(Cc2ccccc2)n1
 : 3.9% | -0.9% | i | -1.2% | -1.3% | -0.7% | 4.9% | -6.2%
(10) COCCCn1c(N)c(-c2nc3ccccc3n2C)c2nc3ccccc3nc21
 : ? | -20.1% | 6.7% | -2.1% | 0.0% | ? | 5.5% | ?
(11) CC(=O)OCC(=O)c1c[nH]c2ccccc12
 : 0.1% | -5.0% | -9.8% | -5.8% | 1.9% | -28.9% | 8.7% | -0.8%
(12) CCCCn1c(N)c(Sc2ccccc2)c(=O)[nH]c1=O
 : 4.5%[38.3 µM] | 13.4% | -14.0% | -1.4% | -1.9% | -2.7%[46.1 µM] | -1.1% | 0.2%
(13) COC(=O)CSc1nc(C)c2c(n1)CCCC2
 : 0.8% | 4.1% | i | -2.1% | 0.0% | -7.2% | 14.1% | -1.9%
(14) CCN(CC)S(=O)(=O)c1ccc(OC)c(NC(=O)c2cc3c(=O)n4ccccc4nc3s2)c1
 : -11.4% | -19.1% | 8.6% | 3.9% | 1.0% | 13.2% | 0.3% | -4.4%
(15) CC(=O)NC1=NN(C(C)=O)C(C)(c2ccc3ccccc3c2)S1 (stereo not given)
 : 10.2% | 3.7% | 0.3% | 4.7% | -1.1% | 9.2% | -2.9% | .
(16) CCCc1cc2c(=O)c(-c3cscn3)c(C(=O)OCC)oc2cc1O
 : 16.2% | -14.0% | -4.2% | -1.4% | -1.4% | -19.7% | 3.7% | 0.0%
(17) Cn1c(=O)oc2cc(S(=O)(=O)Nc3ccc4c(c3)OCO4)ccc21
 : 3.8%[38.3 µM] | -6.7% | -18.7% | -3.0% | ? | -6.5%[7.67 µM] | 42.7%[activator] | -11.8%
(18) O=C(O)CSc1nnnn1C1CCCCC1
 : -1.2% | -6.7% | i | 0.4% | 0.2% | -13.7% | -6.8% | .
(19) COc1ccc(-c2csc3nc(C(C)C)oc(=O)c23)cc1OC
 : 5.0% | -18.3% | i | 1.7% | -0.9%[10.1 µM] | 1.1% | 14.1% | -1.5%
(20) O=C(O)C1CC(=O)N(c2ccc(F)c(F)c2)C1 (stereo not given)
 : 6.9% | -9.8% | -5.4% | 6.5% | 3.5% | 2.8%[46.1 µM] | 3.4% | -7.3%

Overlap with the part before: 3 entries, then new ones.
Value order – IMPase Li cell | KDM4E inh | RECQ1 inh | KinaseGlo FLuc | Epigenetic reg | NPSR antagonist | GoLoco inh red | SMN2 splice up
(18) O=C(O)CSc1nnnn1C1CCCCC1
 : -1.2% | -6.7% | i | 0.4% | 0.2% | -13.7% | -6.8% | .
(19) COc1ccc(-c2csc3nc(C(C)C)oc(=O)c23)cc1OC
 : 5.0% | -18.3% | i | 1.7% | -0.9%[10.1 µM] | 1.1% | 14.1% | -1.5%
(20) O=C(O)C1CC(=O)N(c2ccc(F)c(F)c2)C1 (stereo not given)
 : 6.9% | -9.8% | -5.4% | 6.5% | 3.5% | 2.8%[46.1 µM] | 3.4% | -7.3%
(21) c1ccc(COC2CCCN(Cc3nc(-c4cnccn4)no3)C2)cc1 (stereo not given)
 : 8.1% | -4.8% | i | 3.0% | 1.2% | -3.9% | 10.0% | .
(22) COc1ccc(CCN=C(N)NS(=O)(=O)c2ccc(OC)cc2)cc1
 : 0.7% | 3.8% | -0.8% | 3.2% | -1.0% | 12.9% | 0.1% | -12.7%
(23) CCC(=O)NC1(C(F)(F)F)C(=O)Nc2c1c(=O)[nH]c(=O)n2CC(C)C (stereo not given)
 : . | -7.2% | -1.2% | . | 0.1% | -12.0% | -2.5% | .
(24) O=C(NCCc1ccccc1)C(=O)NCC1OCCN1S(=O)(=O)c1ccc(Cl)cc1 (stereo not given)
 : . | -4.2% | -12.2% | . | 2.1% | -2.5% | 15.1% | .
(25) O=C(Nc1nccs1)c1cncc(Br)c1
 : 1.7% | 0.3% | -2.5% | -4.1% | -0.2% | 4.4% | 1.3% | 11.2µM*
(26) CN(C)S(=O)(=O)c1ccc(C(=O)Nc2ccccn2)cc1
 : 1.8%[38.3 µM] | 2.4% | -2.2% | -1.9% | -2.5% | ? | 4.8% | 19.4%
(27) O=C(NCC1CCCO1)C(=O)NCC(c1ccco1)N1CCN(c2ccccc2F)CC1 (stereo not given)
 : -2.4% | 5.0% | -1.3% | -0.9% | -2.1% | 26.7% | -13.5% | ?
(28) CCOC(=O)c1c(NC(=O)CN2CCCCC2)sc2c1CCC(C=O)=C2Cl
 : -13.5%[38.3 µM] | -1.1% | 5.4% | -4.7% | 1.1% | -3.2%[46.1 µM] | 4.1% | -11.4%
(29) CC1CCCN(c2ccc(C(=O)NCc3ccco3)cc2[N+](=O)[O-])C1 (stereo not given)
 : 4.8% | -4.2% | -14.1% | 2.7% | 0.0% | -27.6% | 16.1% | 0.5%
(30) Nc1ccc2c(c1)C(=O)N(CC1CCCO1)C2=O (stereo not given)
 : -0.4% | -4.2% | i | 0.4% | -0.2% | 1.0%[46.1 µM] | 10.8% | 1.5%
(31) O=C1CC2CS(=O)(=O)CC2N1C1CCCCC1 (stereo not given)
 : -5.2%[38.3 µM] | -0.5% | -0.4% | 0.4% | 3.7% | 4.8%[46.1 µM] | 4.5% | 8.2%
(32) COCCn1c(C)cc(C(=O)CSc2cc(C)c3ccc(OC)cc3n2)c1C
 : . | -5.9% | -9.0% | . | 10.3% | -17.4%[46.1 µM] | . | .
(33) CCOC(=O)N1CCC(NC(=O)c2sc3nc4n(c(=O)c3c2C)CCCC4)CC1
 : 6.6%[38.3 µM] | 11.6% | i | -2.6% | 0.0% | 0.2%[46.1 µM] | 4.4% | -25.7%
(34) CNC(=O)/C(C#N)=C/c1ccc(-c2ccc(OC)cc2[N+](=O)[O-])o1
 : 40.3%[activator][38.3 µM] | 0.7% | 5.5% | 2.2% | -5.3% | -16.1%[46.1 µM] | -1.4% | 15.8µM*
(35) CCOc1ccc2nc(NC(=O)CN3CCN(c4ccccn4)CC3)sc2c1
 : -6.1%[38.3 µM] | -2.0% | -3.0% | -4.2% | -1.7% | -23.6%[46.1 µM] | 9.4% | -39.1%[inhibitor]
(36) Cc1ccc2nsnc2c1NC(=O)c1ccc(-c2cc(Cl)ccc2Cl)o1
 : -13.9%[38.3 µM] | ? | 10.3% | 3.7% | 2.7% | -15.4%[46.1 µM] | 3.9% | -56.5%[inhibitor]
(37) COc1ccc(CN2CC(C(=O)NCc3cccc(OC)c3)CC2=O)cc1 (stereo not given)
 : 0.3%[38.3 µM] | 1.4% | 1.3% | -1.9% | -1.1% | 0.5%[46.1 µM] | -5.6% | -29.8%
(38) Cc1ccc(S(=O)(=O)Nc2ccccc2CNc2ccc(Br)cn2)cc1
 : 6.7% | 4.0% | 7.7% | 3.9% | 1.1% | -46.6% | 6.8% | -62.4%[inhibitor]
(39) Cc1ccc(S(=O)(=O)N2C(=O)C(C)SC2=Nc2ccccc2)cc1 (stereo not given)
 : -4.4% | 2.2% | i | 1.2% | -1.8% | -1.3% | 3.3% | -2.5%
(40) Clc1nc(-c2n[nH]nc2Cl)n[nH]1
 : -2.5% | -2.9% | i | 1.6% | 0.3% | -6.7%[46.1 µM] | -1.4% | 16.2%
(41) COc1ccc(NC(=O)C2CCCN(C)C2)cc1OCC(C)C (stereo not given)
 : 7.0% | -1.4% | 1.7% | -2.8% | 1.2% | 1.6%[46.1 µM] | 3.2% | -16.6%
(42) COc1ccccc1Nc1nc(=O)[nH]nc1C
 : -9.4%[38.3 µM] | 5.4% | -15.1% | 0.4% | -4.2% | 2.9%[46.1 µM] | 1.7% | 0.1%
(43) CS(=O)(=O)N1CCN(c2ccccc2NC(=O)c2ccc([N+](=O)[O-])o2)CC1
 : 11.6% | 2.6% | 14.3% | 1.6% | 2.4% | -4.5% | 14.8% | -18.0%
(44) COc1ccc(CCNS(=O)(=O)c2cccc(C(=O)O)c2)cc1OC
 : -21.6%[38.3 µM] | 2.9% | i | 12.6% | -0.8% | -3.3%[46.1 µM] | 10.8% | 8.3%

Full records as entered above. Screens in order: IMPase Li cell	KDM4E inh	RECQ1 inh	KinaseGlo FLuc	Epigenetic reg	NPSR antagonist	GoLoco inh red	SMN2 splice up
COc1ccc(CCNS(=O)(=O)c2cccc(C(=O)O)c2)cc1OC as listed: -21.6%[38.3 µM]	2.9%	i	12.6%	-0.8%	-3.3%[46.1 µM]	10.8%	8.3%
COc1ccc(NC(=O)C2CCCN(C)C2)cc1OCC(C)C (stereo not given) as listed: 7.0%	-1.4%	1.7%	-2.8%	1.2%	1.6%[46.1 µM]	3.2%	-16.6%
